Mtb FBA inh: Mtb fructose-bisphosphate aldolase inhibition; P9WQA3; purified M. tuberculosis FBA, fluorescence read-out; inhibition, % at 1 µM; actives 2.3% (n = 360,000); in the data active = inhibition above about 27%;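 also: 0% = vehicle and 100% = reference inhibitor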
Target sequence (P9WQA3 whole entry, looked up): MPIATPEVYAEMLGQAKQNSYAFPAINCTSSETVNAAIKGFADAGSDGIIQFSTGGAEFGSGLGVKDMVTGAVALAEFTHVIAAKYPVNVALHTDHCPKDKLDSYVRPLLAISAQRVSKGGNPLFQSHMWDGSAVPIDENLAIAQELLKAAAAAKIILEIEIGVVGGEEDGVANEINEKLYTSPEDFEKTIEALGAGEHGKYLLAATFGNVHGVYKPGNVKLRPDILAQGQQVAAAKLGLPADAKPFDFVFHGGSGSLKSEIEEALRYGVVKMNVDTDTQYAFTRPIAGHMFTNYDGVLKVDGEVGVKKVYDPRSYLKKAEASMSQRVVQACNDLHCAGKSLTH
CCHFV vOTU inh: blocks the CCHF virus ovarian tumor domain protease. AID 651958. CCHFV vOTU protease, Pep-AMC fluorescence. actives 0.55% (n = 370,000). inhibition, % at 11.5 µM; also: 0% = vehicle wells with enzyme and 100% = no enzyme wells
FadD28 binding: inhibitors of Mycobacterium tuberculosis FadD28 bisubstrate binding | FadD28 bisubstrate probe binding, fluorescence polarization | inhibition, % at 12.5 µM | actives 0.22% (n = 360,000); in the data active = inhibition above about 8.5%, passing the limit was not always enough; inconclusive = no clear call, values can overlap the other calls
BioA inh: inhibitors of Mycobacterium tuberculosis BioA enzyme; purified M. tuberculosis BioA enzyme, plate reader; inhibition, % at 9.99 µM; actives 0.096% (n = 360,000); in the data active = inhibition above about 40%; inconclusive = no clear call, values can overlap the other calls
GDH-TPI counter: inhibits GDH-TPI coupling enzymes, artifact for Mtb FBA screen. inhibition, % at 4.8 µM. GDH-TPI coupled enzyme counterscreen, NADH absorbance. actives 1.2% (n = 360,000);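 also: 0% = DMSO wells and 100% = wells lacking the enzyme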
PrPC TRFRET: inhibitors of human cell surface prion protein PrPC | P04156 | TR-FRET read-out | inhibition, % at 13.8 µM | actives 0.43% (n = 370,000) | AID 720596; in the data active = inhibition above about 24%; also: 0% = median of the test wells and 100% = reference compound wells
BoNT F protease: inhibitors of Botulinum neurotoxin F light chain protease | Multiplex microsphere protease cleavage assay, flow cytometry | inhibition, % at 10 µM | actives 0.22% (n = 360,000) | AID 588497; in the data active = inhibition above about 35%, passing the limit was not always enough; inconclusive = no clear call, values can overlap the other calls; also: plate controls were buffer without enzyme for full effect and enzyme alone for no effect
BoNT-A LC inh2: inhibitors of Botulinum neurotoxin A light chain protease; multiplex microsphere protease substrate cleavage, flow cytometry; inhibition, % at 10 µM; actives 0.17% (n = 360,000); in the data active = inhibition above about 30%; inconclusive = no clear call, values can overlap the other calls; also: plate controls were buffer without enzyme for full effect and enzyme alone for no effect
Mtb UGM inh: blocks M. tuberculosis UGM enzyme. P9WIQ1. purified UGM, fluorescence polarization probe displacement. inhibition, % at 10 µM. actives 0.06% (n = 320,000). AID 504406; in the data active = inhibition above about 10%, passing the limit was not always enough; inconclusive = no clear call, values can overlap the other calls
Target sequence (P9WIQ1 whole entry, looked up): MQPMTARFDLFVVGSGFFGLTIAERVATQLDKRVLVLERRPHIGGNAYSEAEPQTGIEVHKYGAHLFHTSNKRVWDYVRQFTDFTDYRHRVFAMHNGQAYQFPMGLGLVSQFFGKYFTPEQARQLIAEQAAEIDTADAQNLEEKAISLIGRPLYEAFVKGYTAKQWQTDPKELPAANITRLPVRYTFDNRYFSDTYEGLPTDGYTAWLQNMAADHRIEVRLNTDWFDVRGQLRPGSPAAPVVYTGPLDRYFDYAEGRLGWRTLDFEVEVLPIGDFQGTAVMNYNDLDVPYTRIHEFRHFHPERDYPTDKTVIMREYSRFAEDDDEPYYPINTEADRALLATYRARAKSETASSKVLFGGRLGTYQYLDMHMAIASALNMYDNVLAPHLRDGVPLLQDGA
An asterisk follows results filed as active; ? = inconclusive; . = no result given. Rule as the data show it, unless noted: active = inhibition above about 30%; inactive = the rest.

Molecule	Mtb FBA inh	PrPC TRFRET	BioA inh	CCHFV vOTU inh	GDH-TPI counter	Mtb UGM inh	FadD28 binding	BoNT F protease	BoNT-A LC inh2
O=C(O)CCCC(=O)Nc1ccc(S(=O)(=O)Nc2nccs2)cc1	1	0	-1.4	-9	4	2.8	-0.1	2	-1.7
CCOc1ccc(N=Cc2ccccc2O)cc1	-4	0	-0.7	0	3	.	-3.3	-4	0.1
Cc1ccc(C)c(C(O)c2ncc(-c3ccc(F)cc3)[nH]2)c1 (configuration not stated)	-2	9	2.4	4	3	.	0.8	3	-0.1
O=C(CNS(=O)(=O)c1ccc(Br)s1)N1CCCC1	0	1	3.0	6	-6	0.4	-4.5	-7	-0.6
C=CCn1c(SCC(=O)N(CCOC)c2c(N)n(CCCC)c(=O)[nH]c2=O)nnc1-c1ccc(Cl)cc1	-2	-8	2.3	0	-11	.	0.5	-2	2.9
CC1C(Br)C(=O)NC(=O)N1Cc1ccccc1 (configuration not stated)	4	-3	.	6	2	0.1	-2.5	-1	-0.4
Cc1ccc(OCCN2CCC2(C)C(=O)NCc2cccc3ccccc23)cc1 (configuration not stated)	-1	-6	-0.1	4	-7	.	-4.5	-2	-0.3
COc1cccc(/C=C2\SC(=S)N(CCCC(=O)Nc3cccc(C(=O)O)c3)C2=O)c1	0	.	2.0	.	15	.	-2.2	-5	0.1
O=C(c1ccc(S(=O)(=O)Nc2ccccc2Cl)cc1)N1CCOCC1	-2	-3	-2.4	2	-2	0.4	-0.5	12	-0.7
O=C(c1ccc2c(=O)n(Cc3ccco3)c(=S)[nH]c2c1)N1CCN(Cc2ccccc2)CC1	-2	5	1.9	-2	-2	-3.1	-7.3	2	0.9
O=C(NCc1ccco1)Oc1ccccc1	2	-2	.	-5	2	-2.4	0.8	-1	-0.7
CC(NC(=O)NC(N)=O)(C(F)(F)F)C(F)(F)F	0	3	0.1	-15	3	-1.5	-2.4	-1	-0.2
Brc1ccc2nc(-c3ccco3)c(CC3CCCCC3)n2c1	3	16	0.0	6	.	.	-2.7	4	2.3
CN1C(=O)CC(Sc2ccccc2C(=O)O)C1=O (configuration not stated)	2	-3	-1.6	10	-5	-5.4	0.1	-6	-1.0
CCN(Cc1ccncc1)Cc1ccc(OC)c(OC)c1	-3	-4	-0.2	-12	-10	3.0	-1.5	24	2.5
O=C(CSC1=NS(=O)(=O)c2cc(F)ccc2N1)NCc1ccccc1Cl	0	2	-0.1	-1	3	-0.2	-1.3	5	-1.3
COc1ccc(Cl)cc1NC(=O)CSc1nc(NS(=O)(=O)c2ccc(C)cc2)cc(=O)[nH]1	3	-8	-0.2	-20	0	0.3	.	6	-0.2
O=C(O)c1ccccc1C(=O)OCC1CCC(=NO)CC1 (configuration not stated)	0	-5	-0.6	-2	0	.	-1.1	2	-0.9
CCc1cc(C(=O)N2CCCc3ccccc32)sc1C	-4	2	2.3	5	-2	-1.3	-4.3	-12	-0.8
CC(C)CNC(=O)COC(=O)c1ccc2c(c1)C(=O)N(Cc1ccco1)C2=O	3	2	0.8	14	4	4.8	-2.8	-8	-0.3
CN1CC(=O)N/C1=N\C(=O)Nc1ccc2c(c1)N(C)C(=O)CS2	6	3	0.5	9	15	-0.3	-1.5	-20	-1.0
COc1ccc(/C=C(\NC(=O)c2ccc(C)cc2)C(=O)Nc2ccc(C(=O)O)cc2)cc1	0	-2	-2.9	2	28	1.9	-3.6	-28	0.6
CCOC(=O)c1[nH]c(C)c(C(=O)Nc2ccc(C)c(Cl)c2)c1C	-2	0	-0.1	10	-5	-1.8	-4.5	-2	-2.0
COc1ccc(/C=C2\N=C(C)N(c3ccc(C(=O)O)cc3)C2=O)cc1OC	-6	-2	.	1	2	0.9	-3.2	-3	-0.5
CC(C)[C@H](NC(=O)c1ccccc1Cl)C(=O)OCC(=O)N1CCCCC1	0	-3	-0.6	12	8	1.8	-1.4	1	-0.8
Cc1ccc(C)c(-c2cc(C(=O)Nc3sc(C)c(C)c3C(N)=O)c3ccccc3n2)c1	0	-4	-3.1	-4	21	-0.2	-1.4	0	?
Cc1cccc2nc(CSc3nc4[nH]ncc4c(=O)n3-c3ccccc3Cl)cc(=O)n12	0	-8	.	6	10	-3.6	-11	-11	0.1
CN(C)c1ccc(P(=O)(OCc2ccccc2)C(O)c2ccc(Cl)cc2)cc1 (configuration not stated)	1	7	0.9	0	2	1.5	-2.3	.	.
COc1cccc(NC(=O)Cn2c(=O)n(CCC(=O)NCc3ccco3)c(=O)c3ccccc32)c1	1	2	.	8	6	-0.3	-1.3	3	0.0
COc1ccc(-c2noc(CCC(=O)NCCc3ccccc3)n2)cc1	2	-2	-2.9	-7	12	0.0	0.5	-9	-1.8
CC(C)N1CCc2c(sc(NC(=O)c3nc4ccccc4s3)c2C(N)=O)C1	-6	-6	.	10	-1	1.7	-0.3	-4	0.9
CN(CCCN1CCOCC1)C(=O)c1cc(COc2c(F)cccc2F)on1	4	-1	-2.1	10	2	2.9	.	11	0.3
CC(C)(C)OC(=O)NCCCCCNC(=O)c1[nH]cnc1C(=O)N[C@@H](CCCCNC(=O)OC(C)(C)C)C(=O)OC(C)(C)C	1	.	-0.5	.	13	-2.3	-0.1	-5	-0.3
CCc1cc(-c2n[nH]c(=S)n2CC(C)C)cs1	4	0	.	-4	2	3.0	-0.4	-3	-0.2
COc1ccc(C(C)(C)C)cc1NC(=O)c1ccccc1-n1cnnn1	7	1	0.4	6	-2	-0.1	-0.7	1	-0.4
CC(C)(C)OC(=O)N1Cc2ccccc2C[C@H]1C(=O)NCC(=O)NC1CCCC1	2	2	-0.4	9	1	3.5	-0.3	4	1.1
O=C(Nc1ccc(Cn2cccn2)cc1)c1ccc(COc2ccc(Br)cc2)cc1	-1	-2	0.8	8	-6	-0.8	-3.5	4	0.8
O=C(c1ccc(S(=O)(=O)Nc2ccccc2)cc1)N1CCCCCCC1	-1	-1	2.1	4	9	0.7	0.2	7	0.9
COc1ccc(/C=C/C(=O)N2CCN(c3ccccc3)CC2)cc1S(=O)(=O)N1CCOCC1	-1	-4	.	2	5	0.1	-4.7	-1	-0.6
Cc1ccccc1OCC(=O)Nc1nnc(COc2ccccc2)s1	-2	-1	-1.9	21	1	-4.6	?	-4	-5.2
COc1ccc2oc(C(=O)N3CCN(C(=O)c4ccco4)CC3)c(C)c2c1	4	1	0.3	-5	-8	2.0	-1.7	1	0.9
O=C(Nc1cccc(Cl)c1Cl)C1CCN(C(=O)c2cccs2)CC1	-3	8	-0.7	-16	-8	0.2	-4.2	3	-0.8
COc1ccccc1NNC(=O)c1cccnc1Oc1ccccc1	2	16	-4.7	7	-1	0.7	-1.0	-18	0.5
NC(=O)c1ccc(NC(=O)COC(=O)CC23CC4CC(CC(Br)(C4)C2)C3)cc1	7	-1	1.3	1	13	2.4	-0.4	2	-0.1
CCN(CC)CCC(c1cc(OC)c(OC)c(OC)c1)c1c(OC)cc(OC)c2c(C)cc(=O)oc12 (configuration not stated)	-3	-10	0.4	4	9	-1.1	-0.5	-2	0.5
c1cncc(-c2nnc(-c3ccco3)o2)c1	114*	-6	3.8	2	-2	-1.4	-2.9	-9	-1.4
Nc1n[nH]c2c1C1(CCCC1)Cc1ccccc1-2	3	7	-0.7	14	9	1.3	1.1	-2	0.3
CSc1nnc(-c2cccc(C)c2)n1N	3	5	.	-2	3	0.3	-1.5	-2	-0.1
COc1ccc(-c2nnc(SCC(=O)Oc3ccc(C)cc3)o2)cc1	6	-1	0.2	6	1	-1.8	-0.9	-13	-0.6
Cc1cc(-c2csc(N)n2)c(C)n1-c1ccccc1	4	-8	.	7	10	0.4	0.3	-62	8.1

The list continues:
Molecule	Mtb FBA inh	PrPC TRFRET	BioA inh	CCHFV vOTU inh	GDH-TPI counter	Mtb UGM inh	FadD28 binding	BoNT F protease	BoNT-A LC inh2
Cn1ccnc1C(O)(c1ccccc1)c1nccn1C	-1	5	-1.4	-10	8	3.7	-2.1	-2	0.3
CCOC(=O)C1CCC(CNCc2ccccc2C)CC1 (configuration not stated)	-1	5	0.6	-10	-5	-0.8	-2.3	-10	-0.7
CC(NC(=O)CN1C(=O)c2ccccc2C1=O)c1ccccc1 (configuration not stated)	1	-1	.	4	3	2.0	-3.3	1	-0.2
COc1ccc(C)cc1NC(=O)c1ccc(N(C)S(C)(=O)=O)cc1	7	-3	-2.0	7	16	0.7	-1.5	-10	-0.1
CCn1c(SCC(=O)OC)nnc1-c1ccccc1	-2	-1	0.1	-9	0	-0.3	-2.0	-3	-0.5
Cc1ccc(S(=O)(=O)N(C)C)cc1NC(=O)COC(=O)c1ccc(Cl)cc1	0	-3	-0.3	-1	-5	2.9	-1.2	7	-0.3
Cc1cc(OC(C)C(=O)NCC2CCC(C(=O)O)CC2)c2c(C)c(C)c(=O)oc2c1 (configuration not stated)	9	-1	-0.8	-10	10	-1.6	-0.2	-2	-0.8
CC(C)(C)c1cc(C(=O)NNC(=O)c2ccc(C(F)(F)F)cc2)no1	-2	9	.	7	0	2.3	-2.9	?	?
CNS(=O)(=O)c1ccc2c3c(cccc13)C(=O)N2	56*	-8	-0.2	-114	17	-2.9	-1.0	7	1.8
Cc1nnc(SCc2cnc(-c3ccc(C(C)C)cc3)s2)n1C	0	11	.	0	9	1.6	0.9	-1	0.8
COc1ccc(CCNC(=O)C2CCC(C(C)(C)C)CC2)cc1OC (configuration not stated)	-1	13	-1.0	16	-4	-4.6	-4.6	3	1.5
CCN1C(=O)C(=Cc2ccc(N3CCOCC3)o2)C(=O)N(CC)C1=S	-7	-1	.	1	-7	-4.6	-2.1	7	0.1
O=C(Nc1nc2ccc(Cl)cc2s1)C1CC1	0	-1	-0.1	6	8	0.9	-2.2	4	-3.9
O=C(Cc1ccc(Cl)cc1)Nc1ccccc1CO	2	4	-1.5	0	4	3.4	-3.3	8	1.0
COc1ccc(/C=N/Nc2nnc(-c3ncc[nH]3)c3ccccc23)cc1	0	.	0.9	.	-15	1.5	-2.4	1	-1.0
C=CCn1cnc2scc(-c3ccc(C)cc3)c2c1=O	-7	-7	-1.0	11	6	-4.1	-5.1	13	0.4

Complete entries from above. Order of values: Mtb FBA inh, PrPC TRFRET, BioA inh, CCHFV vOTU inh, GDH-TPI counter, Mtb UGM inh, FadD28 binding, BoNT F protease, BoNT-A LC inh2
`COc1cccc(NC(=O)Cn2c(=O)n(CCC(=O)NCc3ccco3)c(=O)c3ccccc32)c1` is entered as 1, 2, ., 8, 6, -0.3, -1.3, 3, 0.0
`Nc1n[nH]c2c1C1(CCCC1)Cc1ccccc1-2` is entered as 3, 7, -0.7, 14, 9, 1.3, 1.1, -2, 0.3

Screening data: PubChem, several laboratories
